# PMI act satM6P = human PMI activators, high substrate, primary screen, biochemical, fluorescence intensity, near-saturating mannose 6-phosphate; coupled PMI enzyme assay, resazurin fluorescence, 20 min; stronger effect = higher value; 1 = untreated enzyme, 0 = substrate-free blank; AID 1216, 2008; Mannose-6-phosphate isomerase (Homo sapiens), P34949; actives 0.34% (n = 190,000); activation factor at 20 µM;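 active means activation factor of 2 or more at 20 µM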
#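 Material: human phosphomannose isomerase with PGI, G6PDH, diaphorase coupling enzymes. Quantity: 15 ng/mL PMI. Medium: HEPES pH 7.4 buffer with MgCl2 and Tween-20. Reagent: Near-saturating mannose-6-phosphate, 1.0 mM. Compound: 20 µM single dose. Times: enzyme reaction with compound 20 min at room temperature. Detection: resorufin fluorescence at Ex 544/Em 590 nm.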
# FLuc inhib CS = firefly luciferase enzyme inhibitors, primary screen, artefact control for luciferase-based inhibitor screens, biochemical, luminescence, ATPLite; Luciferin 4-monooxygenase (Photinus pyralis), P08659; 10 min; inhibition, % at 10 µM; actives 1.5% (n = 200,000);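 active means inhibition above about 50% when tested at 10 µM, limit read from the data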
# Target sequence (P08659 whole entry, looked up): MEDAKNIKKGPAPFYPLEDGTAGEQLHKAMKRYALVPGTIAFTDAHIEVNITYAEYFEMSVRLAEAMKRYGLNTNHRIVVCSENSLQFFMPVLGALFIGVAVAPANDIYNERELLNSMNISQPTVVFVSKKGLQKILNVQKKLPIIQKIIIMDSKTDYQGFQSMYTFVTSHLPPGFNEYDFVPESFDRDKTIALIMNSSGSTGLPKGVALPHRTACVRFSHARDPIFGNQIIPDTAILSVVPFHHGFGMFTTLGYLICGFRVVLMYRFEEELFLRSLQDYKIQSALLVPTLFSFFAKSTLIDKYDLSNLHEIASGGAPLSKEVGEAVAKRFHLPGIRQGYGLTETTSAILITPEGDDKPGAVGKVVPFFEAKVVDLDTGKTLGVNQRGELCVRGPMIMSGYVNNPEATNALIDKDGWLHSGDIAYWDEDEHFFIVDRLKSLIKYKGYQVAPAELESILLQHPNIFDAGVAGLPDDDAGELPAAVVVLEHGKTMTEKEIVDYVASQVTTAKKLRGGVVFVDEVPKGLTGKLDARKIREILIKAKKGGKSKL
# TNAP inh hi DEA = human TNAP enzyme inhibitors, primary screen, biochemical, luminescent, high phosphate acceptor level, uHTS; Alkaline phosphatase, tissue-nonspecific isozyme (Homo sapiens), P05186; purified TNAP, CDP-star luminescence, 1 M DEA; inhibition, % at 20 µM; actives 0.03% (n = 200,000); AID 1135, 2008;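 active means over 50% inhibition of tissue-nonspecific alkaline phosphatase at 20 µM in the single-dose screen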;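 further: plate controls were DMSO wells for no effect and EDTA-quenched wells as full inhibition for full effect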
# Target sequence (P05186 whole entry, looked up): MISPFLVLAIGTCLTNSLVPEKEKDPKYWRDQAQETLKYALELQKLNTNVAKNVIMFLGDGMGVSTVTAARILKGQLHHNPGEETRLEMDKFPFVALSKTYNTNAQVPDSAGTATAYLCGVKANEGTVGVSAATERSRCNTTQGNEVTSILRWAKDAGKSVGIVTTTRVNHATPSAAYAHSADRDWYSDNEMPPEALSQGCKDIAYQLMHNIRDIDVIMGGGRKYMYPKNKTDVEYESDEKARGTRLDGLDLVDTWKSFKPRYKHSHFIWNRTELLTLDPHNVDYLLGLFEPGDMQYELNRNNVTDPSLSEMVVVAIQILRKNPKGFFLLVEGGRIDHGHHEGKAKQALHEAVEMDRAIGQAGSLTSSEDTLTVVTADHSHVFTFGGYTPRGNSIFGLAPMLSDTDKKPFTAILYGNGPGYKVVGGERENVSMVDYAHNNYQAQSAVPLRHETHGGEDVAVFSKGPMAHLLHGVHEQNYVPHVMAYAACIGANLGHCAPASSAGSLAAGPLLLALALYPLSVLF
# FLuc act counter = FLuc activators, initial screening, artefact control for FLuc-dependent activation tests, biochemical, ATPlite luminescence; Luciferin 4-monooxygenase (Photinus pyralis), P08659; ATPlite luciferase biochemical, 10 min; 0 = ATP-free wells, 1 = DMSO control; activation factor at 10 µM; 200,000 tested, under 10 active; AID 1027, 2008;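 active means luciferase activation factor, scaled between plate controls, of at least 2 with compound at 10 µM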
#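 System: cell-free luciferase reagent; medium: PBS as buffer for the ATP substrate; doses: test compounds dosed from 2 mM stocks in 100% DMSO; incubation: 10 min, room temperature; measured by: luminescence from luciferase reaction; read-out: luciferase activation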
# NF-kB expr up = activators of NF-kB expression in neurons, primary screen, cell-based, HTS; actives 1.6% (n = 190,000); human neuronal cells, NF-kB reporter expression; stronger effect = higher value; fold change at 12.5 µM; in the data active means fold change above about 3.3
# APP 5'UTR act = activators of APP 5'UTR luciferase reporter, primary screen, SH-SY5Y cells. actives 1% (n = 190,000). activation, % at 2 µM. SH-SY5Y APP 5'UTR luciferase reporter, luminescence; zero percent = DMSO vehicle wells;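 active means activation above a set limit, based on mean plus 3 SD of controls, cut at about 140% in these data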; further: values of inactives mirror those of a sister screen read the other way
# TNAP act hiacc = TNAP activators at high phosphate acceptor level, primary screen, biochemical, luminescence, uHTS. activation factor at 20 µM. Alkaline phosphatase, tissue-nonspecific isozyme (Homo sapiens), P05186. 200,000 tested, under 10 active. purified TNAP, CDP-star luminescence, 1 M DEA, 30 min; stronger effect = higher value; 0 = EDTA background, 1 = DMSO-only activity;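 active means activation factor at least 2 at 20 µM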
#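 Test system – human TNAP · Doses – 20 µM single point · Incubation – 30 min, room temperature · Signal – luminescent substrate turnover signal · Read-out basis – activation factor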
# PMI activator = activators of human PMI, primary screen, biochemical, fluorescence intensity, near-Km mannose 6-phosphate. actives 0.005% (n = 190,000). purified human PMI, coupled resazurin fluorescence, 20 min; stronger effect = higher value; 1 = vehicle control, 0 substrate-free wells. AID 1214, 2008. activation factor at 20 µM;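 active means activation factor of 2 or more at 20 µM, relative to plate controls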
# TNAP inh noacc = human TNAP enzyme inhibitors, primary screen, biochemical, luminescent, no phosphate acceptor, uHTS; inhibition, % at 20 µM; purified TNAP, CDP-star luminescence, 30 min; Alkaline phosphatase, tissue-nonspecific isozyme (Homo sapiens), P05186; actives 0.26% (n = 200,000);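 active means tissue-nonspecific alkaline phosphatase inhibition above about 50% at 20 µM in the single-dose screen, limit read from the data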;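 further: 0% = DMSO negative control and 100% = EDTA positive control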
# bIAP activator = bovine intestinal alkaline phosphatase activators, primary screen, biochemical, bovine IAP, CDP-star luminescence. AID 1016, 2008. actives 0.17% (n = 200,000). activation factor at 20 µM. purified bovine IAP, 30 min; stronger effect = higher value; fold of DMSO-control signal, blank-subtracted;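 active means activation factor of 2 or more at 20 µM, a signal rise over negative controls twice the positive control's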
# An asterisk follows results filed as active; . = no result given.
SMILES,PMI act satM6P,FLuc inhib CS,TNAP inh hi DEA,FLuc act counter,NF-kB expr up,APP 5'UTR act,TNAP act hiacc,PMI activator,TNAP inh noacc,bIAP activator
COC(=O)c1ccc(C2/C(=C(/O)c3ccc(OC)cc3)C(=O)C(=O)N2CC2CCCO2)cc1 (configuration not stated),0.9,-2,2,1,1.3,2,1,0.9,-8,0.9
Cc1ccccc1NC(=O)CN1C(=O)C2C3CC(C(Br)C3Br)C2C1=O (configuration not stated),0.9,-3,-3,1,1.4,-2,1,0.6,-20,0.9
O=C1N=C(N2CCOCC2)S/C1=C\C=C/c1ccccc1,0.9,38,0,0.6,2.9,108,1,1,-8,1
CSc1nsc(SCC(=O)Nc2c(C)n(C)n(-c3ccccc3)c2=O)n1,1,-7,0,1.1,1,-8,1,1.1,29,0.9
COc1ccc(CC(=O)Nc2nnc(SCc3ccccc3)s2)cc1S(=O)(=O)N1CCOCC1,1,-9,-2,1.1,1.1,-1,1,1,-2,1
CCOC(=O)C1CCN(CC(=O)Nc2c(C(=O)OC)[nH]c3ccc(Cl)cc23)CC1,0.9,-5,-1,1.1,0.41,-9,1,0.9,-8,0.9
CCn1c(C(=O)N2CCC(Cc3ccccc3)CC2)cc2sccc21,1,-3,-3,1,0.93,1,1,0.9,-4,0.9
COC(=O)N/N=C\c1ccc(-c2cc(Cl)c(Cl)cc2Cl)o1,0.9,2,-1,1,1.1,1,1,1,-9,1
CC(C)NC(=O)Cn1nnc(-c2cccc(NC(=O)c3ccccc3F)c2)n1,1.1,2,2,1,1.1,5,1,1,-7,1
O=C1NC(=Nc2ccc3ccccc3c2)S/C1=C/c1ccco1,1.3,5,8,0.9,1.1,19,0.9,1.3,-26,1.1
Nc1nc(N)nc(-c2ccccn2)n1,0.9,-2,-5,1,1.1,-7,1,0.9,-12,1
O=C(CCc1nnc(CCCCc2ccccc2)o1)NCc1cccc(F)c1,1,0,0,1,0.98,-9,1,0.9,-7,1
COc1ccc([C@H]2[C@H](C(=O)C(C)(C)C)N3N=Cc4ccccc4C3[C@]23N=C(c2ccccc2)OC3=O)cc1OC (some centres not stated),0.7,-5,-1,1,1.1,26,1,0.9,4,1.1
COc1cccc(CC2(CO)CCCN(Cc3[nH]c4ccc(C)cc4c3C)C2)c1 (configuration not stated),0.8,-6,-2,1.1,0.9,5,1,0.8,-6,0.9
COCCN(Cc1ccccc1)P(=O)(O)c1ccccc1OCC(=O)O,1,-7,-7,1.1,0.41,5,1.1,0.9,1,1
CCOC(=O)CSc1nc2cc(S(=O)(=O)Nc3ccccc3OC)ccc2o1,1.1,-6,-5,1.1,1.1,-7,1,1.1,-5,0.9
CCCOc1ccccc1C1C(C(=O)OC)=CN(C(C)C)C=C1C(=O)OC,0.9,-1,-11,1,0.72,-18,1.1,0.8,-45,1.6
O=C(/C=C1\NC2(CCCC2)Cc2ccccc21)C(=O)N/N=C/c1ccc(O)c(O)c1,0.8,-1,35,1,0.92,-31,0.6,0.6,38,1.1
COC(CNS(=O)(=O)c1cccc2nonc12)OC,1,-4,-1,1,1,-10,1,1,-12,1
CC1(C)CC(=O)N(CC(=O)O)c2ccccc2S1,1.1,2,1,1,1.2,-2,1,1.1,-7,1
COCCNc1nc(SCC(=O)N2CCN(c3ccccc3)CC2)nc2ccccc12,1.1,-4,-3,1,0.68,-1,1,1.1,-10,1
O=C1c2cccc3c(O)ccc(c23)C(=O)N1Cc1ccccc1,0.9,-7,11,1.1,0.9,-8,0.9,0.9,-12,0.6
COc1ccccc1NS(=O)(=O)c1ccc(C)c(C(N)=O)c1,1,-2,-6,1,0.97,-3,1.1,1,-8,1
N#CCCN(Cc1cccnc1)C(=O)c1sc2cc(F)ccc2c1Cl,1,1,5,1,1,11,0.9,1,6,1
CCN1CCN(c2nc3c(c(=O)[nH]c(=O)n3C)n2CCCc2ccccc2)CC1,.,-6,0,1.1,1.2,-5,1,.,-3,1.1
Cc1cc(C)cc(N2CC34C=CC(O3)C(C(=O)OCC(=O)NCc3ccco3)C4C2=O)c1 (configuration not stated),1,-2,-1,1,0.96,0,1,1,-7,0.9
O=C(O)c1ccc(N2CCS(=O)(=O)CC2)cc1,1,-3,-6,1,0.95,14,1.1,1.1,-1,1
COc1ccc(NC(=O)c2ccc(NS(=O)(=O)c3c(C)noc3C)cc2)cc1OC,0.9,0,-1,1,1.3,-18,1,0.9,-5,1
Oc1ccc(/C=N/Nc2cc(N3CCOCC3)nc(N3CCOCC3)n2)cc1O,0.4,-1,9,1,0.69,-11,0.9,0.2,67*,1
OC(COc1ccc2c(c1)OCO2)CN1CCN(c2ccccc2)CC1 (configuration not stated),1.1,-5,-1,1,1.1,3,1,1.2,-2,1
Cc1ccc(C)c(/C(O)=C2/C(=O)C(=O)N(CCN3CCOCC3)C2c2ccc(C)o2)c1 (configuration not stated),1,-4,-3,1,0.9,6,1,1.1,-13,1
Cc1cccc(C)c1NC(=O)COC(=O)c1ccc2[nH]c3c(c2c1)CCCC3,1,-7,-6,1.1,1,9,1.1,0.9,-8,1
COc1ccc(-c2cc(C(=O)Nc3cc(C)nn3-c3ccccc3)no2)cc1OC,1,-7,-3,1.1,1.2,-2,1,1.1,-2,0.9
CCc1ccc(N(CC(=O)NC)S(C)(=O)=O)cc1,0.9,-7,-7,1.1,1.2,7,1.1,0.9,-9,0.9
COc1cc(/C=N/NC(N)=S)ccc1OC(=O)c1ccc(C)cc1,1.1,0,3,1,1.2,6,1,1,23,0.9
CCN(CC)CCN(C(=O)c1c(F)cccc1F)c1nc2cc(C)cc(C)c2s1,1.1,-2,1,1,0.84,15,1,1,1,0.9
Cc1ccc(/C(COc2ccccc2O)=N\O)cc1,0.9,-5,-3,1.1,1.2,4,1,0.9,-17,0.8
COc1ccc(-c2nnc(SCC#N)o2)cc1,0.8,0,1,1,1.5,-7,1,0.8,-9,0.8
CCn1c(C)nc2cc(C(=O)NNC(=S)Nc3ccc(Cl)cc3Cl)ccc21,1,0,-4,1,1.1,-5,1,1,-128,0.9
CCOC(=O)Cc1csc(NC(=O)CSc2nc(-c3ccccc3)c(C#N)c(=O)[nH]2)n1,0.9,-4,-4,1,1.1,28,1,1,-7,1
CCOC(=O)c1cc(-c2ccccc2)sc1NC(=O)CN1C(=O)NC(CC)(c2ccc(F)cc2)C1=O (configuration not stated),0.9,-3,-1,1,1.4,12,1,0.8,0,1
CCOC(=O)/C(C(N)=NCCO)=C(/O)c1ccccc1,1,-4,-4,1,1.1,-4,1,0.9,-9,1
COc1ccc(Nc2nnc(-c3ccc(O)cc3)c3ccccc23)cc1,1,-4,-4,1,1.2,-16,1,1,7,1
CC(=O)N1CCc2cc(S(=O)(=O)NCCC(=O)Nc3ccc4c(c3)OCCO4)ccc21,1,7,-8,0.9,1.7,34,1.1,1,-15,0.9
O=C(CSc1nnc(-c2ccc(O)cc2)n1-c1ccccc1)CC(=O)Nc1ccccc1,1.1,-3,-1,1,1.4,1,1,1,-6,0.9
CCOC(=O)CCc1c(C)nc2c(c(C)nn2C(C)(C)C)c1C,1,1,5,1,1.5,17,1,1,16,1
CCNc1nc(NC(C)C)nc(Oc2ccc(OCCOc3ccccc3)nn2)n1,1,-4,-6,1,1.5,-5,1.1,1,-7,1
O=C(c1ccc2snnc2c1)N1CCOCC1,1,-16,0,1.2,0.86,24,1,0.9,-3,0.9

# Taken from above:
# CCc1ccc(N(CC(=O)NC)S(C)(=O)=O)cc1 @ FLuc act counter = 1.1
# COCCN(Cc1ccccc1)P(=O)(O)c1ccccc1OCC(=O)O @ bIAP activator = 1

# Profiles, looked up by structure. Screens in order: PMI act satM6P	FLuc inhib CS	TNAP inh hi DEA	FLuc act counter	NF-kB expr up	APP 5'UTR act	TNAP act hiacc	PMI activator	TNAP inh noacc	bIAP activator
# Listed for O=C(CCc1nnc(CCCCc2ccccc2)o1)NCc1cccc(F)c1 : 1	0	0	1	0.98	-9	1	0.9	-7	1
# Listed for O=C1NC(=Nc2ccc3ccccc3c2)S/C1=C/c1ccco1 : 1.3	5	8	0.9	1.1	19	0.9	1.3	-26	1.1
# Listed for CCOC(=O)CCc1c(C)nc2c(c(C)nn2C(C)(C)C)c1C : 1	1	5	1	1.5	17	1	1	16	1

# Carrying on:
SMILES,PMI act satM6P,FLuc inhib CS,TNAP inh hi DEA,FLuc act counter,NF-kB expr up,APP 5'UTR act,TNAP act hiacc,PMI activator,TNAP inh noacc,bIAP activator
COc1ccc2nnc(-c3ccccc3)n2n1,1.1,-3,-5,1,1.3,2,1.1,1,-16,0.8
O=[N+]([O-])c1ccc(S(=O)(=O)N/N=C/c2cccs2)cc1,1.4,0,4,1,1.2,-9,1,1.4,-1,1.4
CC(C)Oc1ccc(/C=N/NC(N)=S)cc1,1,15,-2,0.8,2.4,11,1,0.8,-2,0.9
O=c1[nH]n(-c2cccc3cccnc23)c(=O)c2ccccc12,1,-3,-1,1,0.99,-12,1,1,-5,0.9
CCOC(=O)Cc1csc(NS(=O)(=O)c2ccc(Cl)cc2)n1,1,-5,-5,1.1,1.1,-7,1.1,0.9,-12,0.9
O=c1cc(CSc2nnc(COc3ccccc3Cl)o2)nc2sccn12,0.8,-5,-1,1,0.82,2,1,1,-7,1.2
FC(F)(F)c1ccc(-c2noc(CN3CCCN(C4CCCCC4)CC3)n2)cc1,1,-13,-8,1.1,0.88,6,1.1,1,-2,0.9
CCOc1cc(NC(=O)c2ccccn2)c(OCC)cc1NC(=O)c1cccc(C)c1,1,-4,-2,1,0.92,-20,1,1,-10,1
CCOC(=O)c1ccc(-n2c(C)nc3c(cnn3-c3ccccc3C)c2=O)cc1,0.9,-9,-6,1.1,1.1,2,1.1,0.9,-14,1
Cc1cc(NC(=O)COC(=O)CCNS(=O)(=O)c2cccc(C(F)(F)F)c2)no1,1,-7,-5,1.1,1,-16,1.1,1,-11,1
COc1ccc(OCC(=O)NNc2c3ccccc3nc3ccccc23)cc1,0.8,-1,8,1,0.59,-9,0.9,0.9,3,0.8
Cc1nnc(C)n1/N=C/c1ccc(-c2ccccc2)cc1,1.1,9,3,0.9,1.2,13,1,1.1,14,1
Cc1ccc(C(C#N)c2ccc(Cl)nn2)cc1 (configuration not stated),0.9,-4,0,1,1.3,-6,1,1.1,-10,1
